TDP1 cell noCPT – qHTS for Inhibitors of human tyrosyl-DNA phosphodiesterase 1 (TDP1): qHTS in cells in absence of CPT | DT40 Tdp1-/- hTDP1 cells, no CPT, ATP luminescence, 48 h | Potency, µM (doses to about 46.2 µM), for the others: top-dose activity change, negative = growth inhibition, hits mostly inhibitors | actives 15% (n = 420,000); also: nearly all actives have a fitted effect of over 55% in size
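No-CPT arm: Tdp1-/-;hTDP1 DT40 cells (400/well) plus compounds, incubated ≥48 hr at 37 °C. Readout CellTiter-Glo luminescence.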
TDP1 inh – inhibitors of human tyrosyl-DNA phosphodiesterase TDP1; actives 0.28% (n = 350,000); Q9NUW8; Potency, µM (highest dose often 130 µM), for the others: top-dose activity change, negative = inhibition, hits mostly inhibitors; recombinant TDP1, AlphaScreen DNA substrate cleavage; also: nearly all actives have a fitted effect of over 40% in size
Target sequence (Q9NUW8 whole entry, looked up): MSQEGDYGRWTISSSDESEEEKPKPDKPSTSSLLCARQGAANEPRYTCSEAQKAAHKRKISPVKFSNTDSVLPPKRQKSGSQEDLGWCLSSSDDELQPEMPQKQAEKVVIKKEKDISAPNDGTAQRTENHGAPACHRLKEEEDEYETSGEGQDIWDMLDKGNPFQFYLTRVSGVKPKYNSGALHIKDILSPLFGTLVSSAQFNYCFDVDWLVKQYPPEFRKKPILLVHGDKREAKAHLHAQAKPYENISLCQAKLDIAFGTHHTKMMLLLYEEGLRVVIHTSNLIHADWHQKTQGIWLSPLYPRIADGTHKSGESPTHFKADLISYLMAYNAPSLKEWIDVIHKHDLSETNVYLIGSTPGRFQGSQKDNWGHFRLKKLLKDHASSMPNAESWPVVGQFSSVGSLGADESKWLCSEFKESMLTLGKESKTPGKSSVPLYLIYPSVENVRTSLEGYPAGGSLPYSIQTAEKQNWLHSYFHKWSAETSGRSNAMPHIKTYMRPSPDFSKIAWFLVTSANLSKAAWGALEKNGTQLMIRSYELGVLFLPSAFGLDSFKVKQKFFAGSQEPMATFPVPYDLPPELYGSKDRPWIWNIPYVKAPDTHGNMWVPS
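Here, a 5' biotin and 3' phosphotyrosine-FITC DNA oligonucleotide reports Tdp1 activity: intact substrate bridges AlphaScreen beads, while cleavage leaves a 3' phosphate and drops signal. All incubations at room temperature.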
N370S GC – inhibits or activates N370S mutant glucocerebrosidase | P04062 | N370S GC spleen homogenate, 4MU-glucoside fluorescence | Potency, µM (series often up to 59.4 µM), inactives show at the top dose activity change, negative = inhibition, usual class: inhibitors | actives 0.092% (n = 330,000) | AID 2101;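 also: 0% = full enzyme activity and -100% = no enzyme basal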
Starred values were filed as active, the others as inactive; ? = inconclusive; . = not tested or not shown; & = joins results of further samples; [ ] = dose if it differs, or a comment. Calls follow the shape of the dose curve; as a rule, active = well fitted curve in the direction sought with a large enough effect; inconclusive = small, poorly fitted or top-dose-only effect, or another doubt; inactive = no such curve, though single readings can be large; an effect the other way counts as inactive or inconclusive. Unless noted, % is scaled to controls: 0 for no effect and ±100 for the full control effect; potency is read from the fitted curve at half-maximal effect. This is a subset. The share of hits here may be higher or lower than overall.

Molecule | TDP1 cell noCPT | TDP1 inh | N370S GC
N#Cc1ccc(C(c2ccc(C#N)cc2)n2cncn2)cc1 | -7%[21.1 µM] | 6% | 2%
COc1ccc(-n2nc3c(N4CCCC(C(=O)NCc5ccccc5C)C4)nnc(C)c3c2C)cc1 (stereo not given) | 5.2µM* | . | -17%
Cc1cncn1CCc1nc2c3ccccc3nc(SCC(=O)Nc3cccc(Cl)c3)n2n1 | 7.3µM* | 13%&-8% | 6%
N[C@@H](Cc1c[nH]c2ccc(O)cc12)C(=O)O | -3%&-2%&-23% | 9%[56.1 µM] | -1%&1%&1%&-14%
CCC(NC(C)C)C(O)c1ccc(O)c2[nH]c(=O)ccc12 (stereo not given) | -7% | -3% | -24%
Cc1cccc2c1NC(=O)C2(c1ccc(O)cc1)c1ccc(O)cc1 | -6% | 8% | -15%
CC(C)=CCOc1c2ccoc2cc2oc(=O)ccc12 | -14% | -4% | 18%
CC1Cc2ccccc2N1NC(=O)c1ccc(Cl)c(S(N)(=O)=O)c1 (stereo not given) | -9% | 3% | -12%&-1%
CN1CCCN=C1COC(=O)C(O)(c1ccccc1)C1CCCCC1 (stereo not given) | ? | 8%&6% | -16%&18%
Cc1cn(C2CC(O)C(CO)O2)c(=O)[nH]c1=O (stereo not given) | . | 8% | -4%
C[C@H](O)CN(C)C | -19% | -1% | .
COc1ccc(-c2cc(=O)c3c(O)cc(OC4OC(COC5OC(C)C(O)C(O)C5O)C(O)C(O)C4O)cc3o2)cc1O (stereo not given) | 1% | . | -2%
CCCc1nc(C(C)(C)O)c(C(=O)O)n1Cc1ccc(-c2ccccc2-c2nn[nH]n2)cc1 | . | 6% | 2%
C1CCC(C(C[C@@H]2CCCCN2)C2CCCCC2)CC1 | . | 14%[21 µM] | 0%[21.6 µM]
COc1cc(C(c2c(C)[nH][nH]c2=O)c2c(C)[nH][nH]c2=O)ccc1OC(=O)c1cccc(C)c1 | ? | 4% | .
COc1cc2ncnc(Nc3cccc(Cl)c3)c2cc1OC | 13µM* | 7%[56.1 µM] | ?
CCCOC(=O)c1ccc(N)cc1 | -12% | 2% | .
COc1cc(-c2oc3cc(O)cc(O)c3c(=O)c2O[C@@H]2O[C@H](COC3O[C@@H](C)[C@H](O)[C@@H](O)[C@H]3O)[C@@H](O)[C@H](O)[C@H]2O)ccc1O (stereo not given in full) | 6% | 5% | .
C/C=C(/C)C(=O)OC(C)(C)[C@@H]1Cc2c(ccc3ccc(=O)oc23)O1 | ? | 1% | 21%
Nc1nc(O)c(N=Nc2ccc(S(N)(=O)=O)cc2)c(=O)[nH]1 | -2% | . | -5%
Cc1c(C(=O)O)c(O)cc2c1C(=O)c1c(O)c([C@@H]3O[C@H](CO)[C@@H](O)[C@H](O)[C@H]3O)c(O)c(O)c1C2=O | ? | 3% | .
COCCn1c(SCC(=O)Nc2ccc(F)c(Cl)c2)nc2c(oc3ccccc32)c1=O | ? | -3% | .
CCN(CC)CCOC(=O)c1ccc(N)cc1 | -15% | 7%[56.1 µM] | 2%
CCCN1CCCC(c2cccc(S(C)(=O)=O)c2)C1 (stereo not given) | . | 4% | -10%
COc1ccc(C2CNC(=O)C2)cc1OC1CCCC1 (stereo not given) | 16% | 0% | 4%&-3%&-17%&-7%&5%&3%&12%
O=C(c1ccccc1)c1ccc2n1CC[C@H]2C(=O)O | . | 12%[21 µM] | -3%[21.6 µM]
C=CC[n+]1ccc(/C=C2\C=Cc3cc(C)ccc3N2CC)c2ccccc21 | 0.21µM* | 10% | -4%
COc1c(O)cc2c(c1O)C1OC(CO)C(O)[C@H](O)[C@H]1OC2=O (stereo not given in full) | 19% | -1%[56.1 µM] | -4%
C/C=C/C(=O)N(CC)c1ccccc1C | -17% | 1% | 1%&-18%
CCCCNc1ccc(C(=O)OCCN(C)C)cc1 | ? | 10% | ?
C[C@H](N[C@@H](C)COc1ccccc1)[C@H](O)c1ccc(O)cc1 | . | 14%[21 µM] | 5%[21.6 µM]
CC[C@H](NC(C)C)[C@H](O)c1ccc(O)c2[nH]c(=O)ccc12 | -4%&-11% | 1% | 11%&-9%
COc1ccc(-c2cc(=O)c3c(O)cc(O[C@@H]4O[C@H](CO[C@@H]5O[C@@H](C)[C@H](O)[C@@H](O)[C@H]5O)[C@@H](O)[C@H](O)[C@H]4O)cc3o2)cc1O | 5%&-20% | . | -1%
O=C(O)CCC(=O)c1ccc(-c2ccccc2)cc1 | 5% | 7% | -28%
CN(C)CCC[C@]1(c2ccc(F)cc2)OCc2cc(C#N)ccc21 | ? | . | 0%
COc1nccc(-c2c(-c3ccc(F)cc3)ncn2C2CCC(O)CC2)n1 (stereo not given) | -17% | 13%[56.1 µM] | 0%
COC(=O)C1=CO[C@@H](O[C@@H]2O[C@H](CO)[C@@H](O)[C@H](O)[C@H]2O)C2C1C[C@H](O)[C@@H]2C (stereo not given in full) | -10% | 0% | .
CC(=O)CCCCn1c(=O)c2c(ncn2C)n(C)c1=O | 6% | 7% | 4%
CCNC(=O)NCc1cccc(Cl)c1 | 0% | 3% | .
CC1CC2C3CCC4=CC(=O)C=C[C@]4(C)[C@@]3(Cl)C(O)C[C@]2(C)C1(OC(=O)c1ccco1)C(=O)CCl (stereo not given in full) | -22% | 8% | 5%
CC(C)COC(=O)c1ccc(N)cc1 | -2% | -4% | .
CCCCCC(=O)O[C@]1(C(C)=O)CC[C@H]2[C@@H]3CCC4=CC(=O)CC[C@]4(C)[C@H]3CC[C@@]21C | 18µM* | 4% | 17%
O=C(Cn1c(=O)n(Cc2ccco2)c(=O)c2oc3ccccc3c21)Nc1ccccc1 | ? | 3% | .
O=c1oc2c(O)c(O)cc3c(=O)oc4c(O)c(O)cc1c4c23 | -4%&-24%&-7%&-20% | 0.1µM* | 2%&-8%&-23%
O=C(CCCCCn1c(=O)c2sccc2n(CC(=O)Nc2cccc(Cl)c2)c1=O)NCc1ccc2c(c1)OCO2 | 15µM* | 0% | .
Cc1cccc(N2CCN(C(=O)CCC(=O)NNc3nc4ccccc4c4nc(C)nn34)CC2C)c1 (stereo not given) | 23µM* | 7% | .
COc1ccc(C[C@H]2COC(=O)[C@@H]2Cc2ccc(OC3OC(CO)C(O)C(O)C3O)c(OC)c2)cc1OC (stereo not given in full) | 21µM* | -3% | 0%
CCN(CC)CCNC(C(=O)OCCC(C)C)c1ccccc1 (stereo not given) | 5.3µM* | 0% | .
C=CCN1CC(C(=O)N(CCCN(C)C)C(=O)NCC)CC2c3cccc4[nH]cc(c34)CC21 (stereo not given) | . | 6% | -3%
CCc1ccc(CCOc2ccc(CC3SC(=O)NC3=O)cc2)nc1 (stereo not given) | ? | 13% | 11%&-8%
Cc1ccc(S(=O)(=O)NC(=O)NC2CCCCC2)cc1 | -20% | 5% | .
COc1ccc(CC(=O)Nc2c(C(=O)N3CCN(c4ccccc4F)CC3)oc3ccccc23)cc1OC | 13µM* | 9% | .
CN1CCO[C@H](c2ccccc2)c2ccccc2C1 | . | 15%[21 µM] | 3%[21.6 µM]
Oc1ccc(C2CNCCc3c2cc(O)c(O)c3Cl)cc1 (stereo not given) | -4%&-27% | -4%[56.1 µM] | -5%&-2%&-2%
CC1(C)O[C@H]2CC(=O)OC[C@@]23C1CC(=O)[C@]1(C)C3CC[C@@]2(C)[C@H](c3ccoc3)OC(=O)[C@H]3O[C@]321 (stereo not given in full) | 1% | . | -8%
CC1O[C@@H](O[C@H]2C(Oc3cc(O)c4c(=O)cc(-c5ccc(O)cc5)oc4c3)OC(CO)C(O)C2O)C(O)C(O)C1O (stereo not given in full) | -5% | 14%[56.1 µM] | -9%
Oc1ccc2c(c1)OCC1(O)Cc3cc(O)c(O)cc3C21 (stereo not given) | 6.5µM* | -10%[56.1 µM] | -5%
Cc1ccc(N(CC2=NCCN2)c2cccc(O)c2)cc1 | ? | 10% | -20%
CC(O)CNC(=O)C(=O)Nc1c2c(nn1-c1ccc(Cl)cc1)CSC2 (stereo not given) | -2% | 5% | .
C[N+]1(C)CCC(=C(c2ccccc2)c2ccccc2)CC1 | -24% | 2%[56.1 µM] | -11%

More records
Molecule | TDP1 cell noCPT | TDP1 inh | N370S GC
C1COC(NC(C2CC2)C2CC2)=N1 | ? | 1% | ?
CCCCC(=O)O[C@@]1(C(=O)CO)C(C)CC2C3CCC4=CC(=O)C=C[C@@]4(C)[C@]3(F)C(O)C[C@]21C (stereo not given in full) | -20% | 8% | -29%
CCCCn1cnc2cc(NCc3ccccc3Cl)ccc21 | ? | 14% | .
CC(=O)Nc1ccc(CC(=O)O)cc1 | -8%&2% | 2%&6% | -3%
CCOC(N)=O | 5% | 7% | -6%
CN=C(NC#N)Nc1ccc(C2=NNC(=O)C[C@@H]2C)cc1 | . | 9%[56.1 µM] | 11%
OC[C@@H](O)CN1CCN(c2ccccc2)CC1 | . | 9%[21 µM] | 11%[21.6 µM]
COc1ccc(-c2cn3cccnc3n2)cc1NC(=O)c1cc(C)cc(C)c1 | ? | 2% | .
CC(C)(CO)[C@H](O)C(=O)NCCC(=O)O | . | -1%[21 µM] | 4%[21.6 µM]
CC=CC1=C(C(=O)O)N2C(=O)[C@H](NC(=O)[C@H](N)c3ccc(O)cc3)[C@@H]2SC1 | . | -1% | 5%
CN(C)CCCC1(c2ccc(F)cc2)OCc2cc(C#N)ccc21 (stereo not given) | ? | -3%&6%&6% | -7%&1%&-5%
C[C@@H](C(=O)O)c1ccc(C(=O)c2cccs2)cc1 | . | 10%[56.1 µM] | 9%[21.6 µM]
CCCCNc1ccc(C(=O)OCCOCCOCCOCCOCCOCCOCCOCCOCCOC)cc1 | -18% | 4%[56.1 µM] | -3%
Cc1c(Cn2ccnc2)c2ccccc2n1CCC(=O)O | -9% | 4% | .
O=C(CSc1nc2ccccc2n1Cc1cccc(Cl)c1)N1CCN(c2ccc(F)cc2)CC1 | ? | 0% | .
NOCC(=O)O | 13% | 7%[56.1 µM] | -3%&10%

Gathered by group: those above with an aryl methoxy group (twelve)
Molecule | TDP1 cell noCPT | TDP1 inh | N370S GC
COc1ccc(-n2nc3c(N4CCCC(C(=O)NCc5ccccc5C)C4)nnc(C)c3c2C)cc1 (stereo not given) | 5.2µM* | . | -17%
COc1ccc(-c2cc(=O)c3c(O)cc(OC4OC(COC5OC(C)C(O)C(O)C5O)C(O)C(O)C4O)cc3o2)cc1O (stereo not given) | 1% | . | -2%
COc1cc(C(c2c(C)[nH][nH]c2=O)c2c(C)[nH][nH]c2=O)ccc1OC(=O)c1cccc(C)c1 | ? | 4% | .
COc1cc2ncnc(Nc3cccc(Cl)c3)c2cc1OC | 13µM* | 7%[56.1 µM] | ?
COc1cc(-c2oc3cc(O)cc(O)c3c(=O)c2O[C@@H]2O[C@H](COC3O[C@@H](C)[C@H](O)[C@@H](O)[C@H]3O)[C@@H](O)[C@H](O)[C@H]2O)ccc1O (stereo not given in full) | 6% | 5% | .
COc1ccc(C2CNC(=O)C2)cc1OC1CCCC1 (stereo not given) | 16% | 0% | 4%&-3%&-17%&-7%&5%&3%&12%
COc1c(O)cc2c(c1O)C1OC(CO)C(O)[C@H](O)[C@H]1OC2=O (stereo not given in full) | 19% | -1%[56.1 µM] | -4%
COc1ccc(-c2cc(=O)c3c(O)cc(O[C@@H]4O[C@H](CO[C@@H]5O[C@@H](C)[C@H](O)[C@@H](O)[C@H]5O)[C@@H](O)[C@H](O)[C@H]4O)cc3o2)cc1O | 5%&-20% | . | -1%
COc1nccc(-c2c(-c3ccc(F)cc3)ncn2C2CCC(O)CC2)n1 (stereo not given) | -17% | 13%[56.1 µM] | 0%
COc1ccc(C[C@H]2COC(=O)[C@@H]2Cc2ccc(OC3OC(CO)C(O)C(O)C3O)c(OC)c2)cc1OC (stereo not given in full) | 21µM* | -3% | 0%
COc1ccc(CC(=O)Nc2c(C(=O)N3CCN(c4ccccc4F)CC3)oc3ccccc23)cc1OC | 13µM* | 9% | .
COc1ccc(-c2cn3cccnc3n2)cc1NC(=O)c1cc(C)cc(C)c1 | ? | 2% | .
